KDM5B inh = KDM5B demethylase inhibition; KDM5B demethylase, FDH-coupled NADH fluorescence (FDH is formaldehyde dehydrogenase); Potency, µM (titrated, usually from 57.7 µM), without a hit: at the highest dose activity change, negative = inhibition, most hits filed as inhibitors; actives 2.6% (n = 220,000); AID 1347165; active = well fitted inhibition curve with a large enough effect; inconclusive = small, poorly fitted or top-dose-only effect; inactive = no such curve, though single readings can be large or run the other way; also: 0% is about no effect; nearly all actives have a fitted effect of over 70% in size
Target sequence (Q9UGL1 whole entry, looked up): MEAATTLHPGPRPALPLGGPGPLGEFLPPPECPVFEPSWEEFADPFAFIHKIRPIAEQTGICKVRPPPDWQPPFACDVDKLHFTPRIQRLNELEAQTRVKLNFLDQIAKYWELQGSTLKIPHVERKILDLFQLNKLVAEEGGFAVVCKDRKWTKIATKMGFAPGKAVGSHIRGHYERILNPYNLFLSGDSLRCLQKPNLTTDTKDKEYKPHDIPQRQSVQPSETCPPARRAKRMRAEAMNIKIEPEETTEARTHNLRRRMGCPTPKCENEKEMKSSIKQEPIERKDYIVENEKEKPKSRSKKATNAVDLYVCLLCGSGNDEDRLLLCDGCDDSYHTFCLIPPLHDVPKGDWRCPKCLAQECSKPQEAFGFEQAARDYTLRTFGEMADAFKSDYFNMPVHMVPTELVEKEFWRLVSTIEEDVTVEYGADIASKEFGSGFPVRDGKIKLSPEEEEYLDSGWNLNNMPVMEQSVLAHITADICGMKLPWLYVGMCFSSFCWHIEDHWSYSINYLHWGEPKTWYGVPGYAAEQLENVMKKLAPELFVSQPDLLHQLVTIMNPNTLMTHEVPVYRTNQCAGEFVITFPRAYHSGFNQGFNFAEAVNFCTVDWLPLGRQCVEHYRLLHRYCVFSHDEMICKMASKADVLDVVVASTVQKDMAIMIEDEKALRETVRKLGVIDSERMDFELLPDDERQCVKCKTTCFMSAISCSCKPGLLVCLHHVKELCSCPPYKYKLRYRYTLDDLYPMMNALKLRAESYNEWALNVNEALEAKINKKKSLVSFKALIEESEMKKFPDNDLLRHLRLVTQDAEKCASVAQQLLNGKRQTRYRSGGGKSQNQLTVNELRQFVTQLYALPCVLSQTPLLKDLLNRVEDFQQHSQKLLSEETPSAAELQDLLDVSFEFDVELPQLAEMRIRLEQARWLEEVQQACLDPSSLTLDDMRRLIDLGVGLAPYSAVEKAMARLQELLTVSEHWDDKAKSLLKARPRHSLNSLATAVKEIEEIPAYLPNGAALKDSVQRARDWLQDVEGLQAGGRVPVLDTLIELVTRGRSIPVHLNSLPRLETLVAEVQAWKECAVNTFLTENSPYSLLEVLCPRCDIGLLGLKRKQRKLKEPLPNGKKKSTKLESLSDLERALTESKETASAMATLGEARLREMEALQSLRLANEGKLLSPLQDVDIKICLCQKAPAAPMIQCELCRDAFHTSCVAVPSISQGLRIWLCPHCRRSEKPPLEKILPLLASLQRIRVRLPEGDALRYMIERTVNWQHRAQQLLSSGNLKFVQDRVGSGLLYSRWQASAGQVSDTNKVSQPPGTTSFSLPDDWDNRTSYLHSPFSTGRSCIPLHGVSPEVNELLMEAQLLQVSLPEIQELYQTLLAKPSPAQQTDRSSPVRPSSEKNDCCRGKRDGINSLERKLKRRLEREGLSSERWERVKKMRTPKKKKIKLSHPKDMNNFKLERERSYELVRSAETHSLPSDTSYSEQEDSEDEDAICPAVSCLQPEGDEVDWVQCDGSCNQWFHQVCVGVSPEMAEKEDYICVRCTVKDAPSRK
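KDM5BΔAP (200 nM final) in 50 mM HEPES pH 7.5, 0.01% Tween-20 was preincubated 10 min at RT with compound over a concentration range. Substrate mix (H3K4me3 12.5 µM, α-KG 25 µM, Fe²⁺, ascorbate, NAD⁺, FDH) was added, and NADH fluorescence change over 30 min gave dose-response curves.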
* marks the source's active call; other numbers are inactive results; ? = inconclusive; [ ] = remark or other dose. Potency is read from the fitted curve at half-maximal effect. A portion of the library (hit frequency here may not be typical).

SMILES | KDM5B inh
CCOc1ccccc1NC(=O)Cn1c2ncccc2c(=O)n1-c1ccc(C)c(C)c1 | -25%
Fc1ccc(-c2nnc(COc3cccc(Cl)c3)o2)cc1 | 1%
CC(=O)Nc1ccc(NC(=O)CN(C)S(=O)(=O)c2ccc3c(c2)CCCC(=O)N3)cc1 | 4%
CCCCn1c(=O)n(CC(O)COc2ccc(CC)cc2)c(=O)c2c1ncn2CCOC (stereo not given) | -13%
CCCc1ccc(S(=O)(=O)NCC2CCCN2CC)cc1 (stereo not given) | -2%
CSc1ccc(CCNC(=O)Cn2nc(C)n3c(cc4sccc43)c2=O)cc1 | -3%
CC(C)(C)n1cnnc1Sc1ccc([N+](=O)[O-])cn1 | 18%
Cc1ccc(S(=O)(=O)c2nnn3c2nc(NCc2ccc(F)cc2)c2sccc23)cc1 | -15%
Cc1nc2nc(NCc3ccc(Cl)cc3)[nH]n2c(=O)c1C | 7%
O=C(Nc1cccc(F)c1)c1cccc2c1C(=O)N(C1CCCCC1)C2 | -9%
CC(=O)N/C(=N/c1nc(C)cc(C)n1)Nc1ccc(C)cc1C | -10%
COc1ccc([N+](=O)[O-])c(S(=O)(=O)c2ccc(Cl)cc2)n1 | ?
CCC(C)(C)NC(=O)c1ccc2ccccc2c1 | 21%
O=C(Nc1cccc(S(=O)(=O)Nc2ccc(Cl)cc2)c1)c1ccccn1 | ?
CC(=O)Nc1ccc2oc(-c3ccccc3)nc2c1 | ?
COc1ccccc1NC(=O)CC(C)n1nc(C)cc1C (stereo not given) | 2%
COCCN1C(=O)[C@@H]2C[C@@H](CN2C(=O)C2CC2)Oc2ccccc21 | -7%[86.2 µM]
COCCn1c(SCCOc2ccc(Cl)cc2)nnc1-c1ccccc1 | 12%
COCCNC(=O)[C@@H]1C[C@H](Oc2ccccc2)CN1C(=O)CC1CCCCC1 | 10%
Cc1nc(SCC(=O)Nc2nnc(C(C)C)s2)n[nH]1 | -5%
COCCN1C(=O)c2cccn2CC1CNS(=O)(=O)c1ccc2c(c1)C(C)(C)C(=O)N2 (stereo not given) | -6%
CCN1c2cc(C(=O)Nc3ccc(OC)cc3OC)ccc2C(=O)N2CCCC21 (stereo not given) | ?
O=C(c1n[nH]c2ccccc12)N1CCc2nn(Cc3ccccc3)c(=O)n2CC1 | -13%
CN(CC(=O)NC1(C#N)CCCCCC1)Cc1ccc(C(F)(F)F)cc1 | 21%
COc1ccc(C(=O)N2CCC3(CC2)COc2ccccc2C(=O)N3)cc1 | 20%
CCNC(=O)N[C@H]1CC[C@]2(C)CC[C@@H](C(C)C(=O)NC3CCCCC3)[C@H](O)[C@H]2[C@@H]1C (stereo not given in full) | -24%[86.2 µM]
COc1cccc(CN(C)C2CCc3nn(C)c(=O)n3CC2)n1 (stereo not given) | 7%
CCc1ccccc1OCCN(C)Cc1ncc[nH]1 | 22µM*
COC(=O)c1ccc(COC(=O)c2csc3c2CCCC3)o1 | 14%
Cc1cccc(CCNc2ncnc3onc(-c4ccc(Cl)cc4)c23)c1 | ?
CCCNC(=O)C1=CC(c2cccs2)=NS(=O)(=O)N1C | -21%
CCOc1ccc(CCNC(=O)Cn2c(=O)c(=O)n(C)c3ccccc32)cc1OCC | -6%
Cc1noc(C)c1Cc1ccc(C(=O)N2CCC(C)(c3noc(-c4cccnc4)n3)CC2)o1 | -12%
CCN(CC)c1nc2ccccc2nc1C(=O)Nc1ccc(C)cc1C | 8%
Cn1cnc(S(=O)(=O)N2CCC(Cc3nncn3CC3CC3)CC2)c1 | -11%
Cc1ccc(NC(=O)c2cc(S(=O)(=O)N3CCc4ccccc43)cn2C)c(Cl)c1 | ?

KDM5B inh, entries above that show a hit
SMILES | KDM5B inh
CCc1ccccc1OCCN(C)Cc1ncc[nH]1 | 22µM*

Next records:
SMILES | KDM5B inh
O=C(CSc1nc2ncccc2[nH]1)Nc1ccc2c(c1)OCO2 | 11%
Cc1ccc(NS(=O)(=O)c2ccc(-c3cnc(C4CC4)o3)cc2)cc1F | -12%
CCc1ccc(-c2ccc(C3CCC(CC)CC3)cc2)nc1 (stereo not given) | -13%
COc1cc(Cl)c(C)cc1NC(=O)Cn1cccc1-c1nc(-c2ccc3c(c2)OCO3)no1 | -14%
C[S+](=O)([O-])c1ccc(CC(=O)N2CC(CNC(=O)C3CC3)C3(C2)CN(c2ccccc2)C3)cc1 (stereo not given) | -9%
Cn1nnnc1C1CCCN(C(=O)Cc2ccccc2)C1 (stereo not given) | ?
COc1ccc(OC)c(S(=O)(=O)NCC(c2cccs2)S(=O)(=O)c2ccc(F)cc2)c1 (stereo not given) | ?
Cc1ncoc1C(=O)N1CCC(N2CC(OCC3CC3)C23CCOCC3)CC1 (stereo not given) | ?
Cc1ccccc1NC(=O)COC(=O)COc1ccc2ccc(=O)oc2c1 | 191%[activator]
CN1C(=O)CC(=O)N(C)c2cc(S(=O)(=O)N(C)Cc3ccccc3)ccc21 | ?
O=C(O)Cc1sc(NCc2ccco2)nc1-c1ccccc1 | 12%
O=C(c1cccnc1)N1CCN2C(=O)N(C3CCCCC3)C[C@H]2C1 | -10%[86.2 µM]
O=C(Cn1cnc2ccc(Cl)cc2c1=O)N(C1CCCC1)C1CCS(=O)(=O)C1 (stereo not given) | 23%
O=C(Nc1ccccc1F)N1CCC2(CC1)CC(OCC1CC1)CCO2 (stereo not given) | 4%
CNC(=O)[C@@H]1CN(Cc2cccc(OC)c2OC)C[C@H]1CO | -27%
CC(=O)Nc1ccc(CN2CCn3c(nnc3-c3cccnc3)C2)cc1 | ?
CC(C)(C)c1ccc(CCNC(=O)C2CCCN(S(C)(=O)=O)C2)cc1 (stereo not given) | 7%
O=C(O)c1ccccc1SCc1ccc(Cl)cc1 | 13%
Cc1cccc(N(CC(=O)Nc2cccc3ccccc23)S(C)(=O)=O)c1C | 18%
CCN1C(=O)C(Cc2nc3ccccc3c(=O)n2C)c2cc(C)ccc21 (stereo not given) | 13%
CC(C)c1ccc(C(=O)COC(=O)c2ccc(N3CCOCC3)nc2)cc1 | 25%
CN(CCc1noc(C2CN(Cc3ccc(Cl)c(F)c3)C2)n1)S(C)(=O)=O | 1%
Cc1ccc(NC(=O)CNc2nc(Nc3ccccc3)nc(Nc3ccccc3)n2)cc1C | -19%
Cc1ccccc1OCC(O)CN(Cc1cccs1)C12CC3CC(CC(C3)C1)C2 (stereo not given) | 15%
COc1ccc(-c2cn(C)c(=O)n3cc(COc4ccnn4C)nc23)c(C)c1 | -29%[86.2 µM]
CCc1nnc2c(NCc3ccc(F)cc3)nc3ccccc3n12 | -10%
Cc1ccc(-c2cc(C(=O)NN=C3CCCC3)c3ccccc3n2)s1 | ?
O=C1CN(C(=O)CNCc2ccccc2Cl)c2ccccc2N1 | ?
CCc1ccccc1NS(=O)(=O)c1ccc(NC(=O)N2CCCC2)cc1 | -3%
CC1CCN(Cc2ccc(C(=O)N[C@@H]3CCNC[C@H]3O)o2)CC1 | 19%
CC(=O)Nc1ccc(CNC(=O)Cc2c(Cl)cccc2Cl)cc1 | 21%
Cc1ccccc1N1CCN(C(=O)[C@@]23CCCC[C@H]2N(C)C(=O)CC3)CC1 | -10%
O=C(Nc1cccc(OC(F)(F)F)c1)C1(CCO)CCN(c2ncccn2)C1 (stereo not given) | 25µM*
COc1cccc(NC(=O)CN(C)C(=O)CCc2nc3sc4c(c3c(=O)[nH]2)CCCC4)c1 | -10%
O=C(Nc1ccc([C@@H](O)[C@H]2COCC(=O)N2Cc2ccccc2F)cc1)c1ccc(F)cc1 | -9%
CCOc1ccc(Sc2cc(C(=O)NCCCOC)c3ccccc3n2)cc1 | ?
O=C(/C=C/c1cccc(Cl)c1)OC1CCCCC1=O (stereo not given) | 3%
COc1ccc(CNC(=O)[C@@H]2CCC[C@@H](NC3CCOCC3)CN(C)C(=O)C2)cc1 | 43%[86.2 µM]
O=C1Nc2cc3c(cc2C1=O)sc1ccccc13 | -9%
COc1ccc(C)cc1NC(=O)Cn1c(C(=O)c2cccc(F)c2)nc2ccccc21 | 3%
CC12CN3CC(C)(CN(C1)C3c1ccc([N+](=O)[O-])o1)C2 (stereo not given) | -5%
O=C(NCc1ccc(F)cc1)N1CCCC(Cc2noc(-c3ccncc3)n2)C1 (stereo not given) | 19%
Cc1c(C(=O)N2CCC(c3nc4ccccc4s3)CC2)oc2ccc(Cl)cc12 | -21%
Cc1c(C)c2ccc(OCC(=O)NCc3ccc(S(N)(=O)=O)cc3)c(C)c2oc1=O | -70%
COc1ccc(-n2nc3c(N4CCCC(C(=O)NCCc5ccc(C)cc5)C4)nnc(C)c3c2C)cc1 (stereo not given) | ?
Cc1cc(=O)n2c(C(=O)NCc3ccccc3)c(C(=O)Nc3cccc(C)c3C)sc2n1 | 0%
Cc1cccc(OC(=O)c2cc(-c3ccc(C)c(C)c3)on2)c1 | -33%
COc1ccc(NC(=O)COc2cccc(-c3nnc4n3CCCC4)c2)cc1 | 20%
CCOC(=O)c1c(NC(=O)c2ccn(CC)n2)sc2c1CCC2 | ?
O=C(C1CC=CC1)N1CC(c2nnc(-c3ccncc3)o2)C2(CCOCC2)C1 (stereo not given) | -3%
COc1ccc(CCNC(=O)c2ccc(Cn3c(=O)c4ccccc4n(Cc4cc(C)ccc4C)c3=O)cc2)cc1OC | 6%
CCn1cc(S(=O)(=O)N2CCCC(Cc3ncc(C)n3CC3CC3)C2)cn1 (stereo not given) | 11%
COc1cc(CN(C(=O)c2ccc(C)cc2)c2ccccn2)cc(OC)c1OC | -28%
CC(C)NC(=O)c1ccc(I)c(Br)c1 | -3%
O=C(Nc1cc(Cl)cc(Cl)c1)c1ccc(F)c(S(=O)(=O)N2CCCC2)c1 | ?
CC(C)COc1ccc(C(=O)NCC2(N3CCN(C)CC3)CCCCC2)cc1 | -25%
CCc1ccc(-n2c(=O)c3c(C)c(C(=O)N(C)C)sc3n(Cc3ccccc3F)c2=O)cc1 | -20%
Cc1cc2ccccc2n1CC(=O)NC1CCN(CC(N)=O)CC1 | -11%
O=C(CN1CC2CC(C1)[C@H]1CCCC(=O)N1C2)NCCCN1CCN(c2ccccc2)CC1 (stereo not given in full) | -10%
COC(=O)c1ccc(COC(=O)c2cc(-c3ccco3)nc3ccccc23)cc1 | -39%
The listing continues:
SMILES | KDM5B inh
CC1=NS(=O)(=O)N(Cc2ccccc2)C=C1C(=O)OCc1noc(-c2cccc(C)c2)n1 | -21%
O=C(Cn1ccc2ccc(Cl)cc21)N1CCCCCC1 | 4%
CCCc1cc(=O)oc2cc(OCC(=O)NCCCO)ccc12 | ?
CC(=O)N1CCc2cc(Br)cc(S(=O)(=O)NCCc3ccc(Cl)cc3)c21 | -22%
CCOc1ccccc1C(=O)NCc1ccc2c(c1)CCN2C(=O)c1ccccc1 | -16%
CC1(c2ccccc2)N(Cc2ccccc2)C(=O)OC12CCN(C(=O)Cc1cccc(F)c1)CC2 (stereo not given) | -19%
CCCC(=O)N1Cc2ccccc2CC2(CCCN2Cc2cccnc2)C1 (stereo not given) | -16%[115 µM]
COc1ccc(CCNC(=O)c2cc3c(-c4ccc(OC)c(OC)c4)nn(C)c3s2)cc1OC | ?
CCc1c(C)nc(Nc2nc(C)c3cccc(OC)c3n2)[nH]c1=O | 6%
CCN1c2ccccc2-c2nc(SCC(=O)NCc3ccc(C)cc3)ncc2S1(=O)=O | ?
COc1ccc(C(=O)c2c(N)c(C#N)c3n2CCCC3)cc1 | 8%
CCCC(=O)NCCCCCCNC(=O)CCC | 24%

15 of the compounds above, with tabs.
SMILES	KDM5B inh
O=C(Nc1cc(Cl)cc(Cl)c1)c1ccc(F)c(S(=O)(=O)N2CCCC2)c1	?
CC(C)COc1ccc(C(=O)NCC2(N3CCN(C)CC3)CCCCC2)cc1	-25%
CCc1ccc(-n2c(=O)c3c(C)c(C(=O)N(C)C)sc3n(Cc3ccccc3F)c2=O)cc1	-20%
Cc1cc2ccccc2n1CC(=O)NC1CCN(CC(N)=O)CC1	-11%
O=C(CN1CC2CC(C1)[C@H]1CCCC(=O)N1C2)NCCCN1CCN(c2ccccc2)CC1 (stereo not given in full)	-10%
COC(=O)c1ccc(COC(=O)c2cc(-c3ccco3)nc3ccccc23)cc1	-39%
CC1=NS(=O)(=O)N(Cc2ccccc2)C=C1C(=O)OCc1noc(-c2cccc(C)c2)n1	-21%
O=C(Cn1ccc2ccc(Cl)cc21)N1CCCCCC1	4%
CCCc1cc(=O)oc2cc(OCC(=O)NCCCO)ccc12	?
CC(=O)N1CCc2cc(Br)cc(S(=O)(=O)NCCc3ccc(Cl)cc3)c21	-22%
CCOc1ccccc1C(=O)NCc1ccc2c(c1)CCN2C(=O)c1ccccc1	-16%
CC1(c2ccccc2)N(Cc2ccccc2)C(=O)OC12CCN(C(=O)Cc1cccc(F)c1)CC2 (stereo not given)	-19%
CCCC(=O)N1Cc2ccccc2CC2(CCCN2Cc2cccnc2)C1 (stereo not given)	-16%[115 µM]
COc1ccc(CCNC(=O)c2cc3c(-c4ccc(OC)c(OC)c4)nn(C)c3s2)cc1OC	?
CCc1c(C)nc(Nc2nc(C)c3cccc(OC)c3n2)[nH]c1=O	6%

Other results
SMILES | KDM5B inh
CCOCCCNC(=O)Nc1cc(C(=O)NCc2ccc(C(C)C)cc2)ccc1N1CCCC1 | ?
COc1ccc(C(=O)N2CC(N(C)c3ccccc3C)C2)cc1 | -14%[86.2 µM]
CC(C)Oc1ccc2ccccc2c1/C=C(\C#N)c1nc2ccccc2[nH]1 | -4%
O=S(=O)(Nc1nc2ccccc2nc1Nc1ccc(Cl)cc1)c1ccc2c(c1)OCCO2 | 0%
COc1cc(-c2ccno2)ccc1S(=O)(=O)N1CCN(c2cccc(Cl)c2)CC1 | ?
CC(=O)c1cnn(-c2cc(Nc3ccc(F)c(F)c3)nc(C)n2)c1C | 31%[activator]
Cc1ccc(N(C)S(=O)(=O)c2ccc3[nH]c4c(c3c2)CCCC4)cc1 | ?
COCc1nn2c(c1-c1ccccc1)NC(=O)CC2C(=O)Nc1ccc(NC(C)=O)cc1 (stereo not given) | 13%
CCCN(CCC)C(=O)Cn1c(=O)n(-c2ccc(OC)cc2OC)c(=O)c2c3c(sc21)CCC3 | 6%
